PTHR1 agonist: qHTS for PTHR1 Agonists: Primary Screen | actives 0.075% (n = 410,000) | AID 743266, 2014 | HEK293 GP2 PTHR1 cells, GloSensor cAMP luminescence, 1 h | Potency, µM (titrated, usually from 115 µM), for the others: at the top dose activation, hits mostly activators; also: potency is read from the fitted curve at half-maximal effect; nearly all actives have a fitted effect of over 55% in size; some results filed as inactive show a strong effect at the top dose; inactives centre near -15; many of its hits are not listed in these tables
Target sequence (Q03431 whole entry, looked up): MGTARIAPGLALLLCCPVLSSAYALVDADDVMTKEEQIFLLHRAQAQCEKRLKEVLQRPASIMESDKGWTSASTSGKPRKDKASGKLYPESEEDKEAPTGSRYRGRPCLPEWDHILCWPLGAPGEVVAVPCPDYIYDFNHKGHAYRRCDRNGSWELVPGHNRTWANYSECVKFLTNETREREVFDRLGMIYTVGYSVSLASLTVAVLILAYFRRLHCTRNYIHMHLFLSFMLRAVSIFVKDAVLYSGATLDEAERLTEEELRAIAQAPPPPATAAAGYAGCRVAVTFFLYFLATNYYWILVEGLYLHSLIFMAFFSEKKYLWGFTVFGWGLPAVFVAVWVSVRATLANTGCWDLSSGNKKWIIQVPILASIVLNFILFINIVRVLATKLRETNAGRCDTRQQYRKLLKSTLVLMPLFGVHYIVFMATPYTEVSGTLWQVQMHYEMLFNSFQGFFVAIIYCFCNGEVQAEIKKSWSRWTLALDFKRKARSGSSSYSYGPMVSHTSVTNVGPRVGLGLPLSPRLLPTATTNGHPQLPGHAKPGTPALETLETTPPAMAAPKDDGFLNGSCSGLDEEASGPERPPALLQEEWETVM
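HEK-293-derived GP2 cells expressing PTHR1 and a GloSensor cAMP reporter, 3,000/well, plated overnight, given luciferin plus IBMX (each 0.5 mM as added) for 1 h at 37 °C, then compound for 1 h at 37 °C. Luminescence was read after 15 min at room temperature.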
pAkt inh: HTS Assay for Inhibitors of Akt Phophorylation: Primary Screen; activity change, % for hits at 50 µM; Neuro2A IGF-stimulated pAkt S473 HTRF, 20 min; stronger effect = lower value; AID 651550, 2012; actives 0.32% (n = 360,000); in the data active = activity change below about -80%; inconclusive = mostly about -51% to -80%; also: % is scaled to controls: 0 for no effect and ±100 for the full control effect
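Neuro2A cells (4,500/well, DMEM with 0.5% FBS) were treated with compound at a single 50 µM final concentration, stimulated with 6 nM IGF for 20 min at 37 °C, and lysed. Phospho-Akt Ser473 was read by HTRF as 665/615 ratio ×10^4.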
DRD3 agonist: qHTS of D3 Dopamine Receptor Agonist: qHTS; D3R DiscoveRx beta-arrestin cells, luminescence, 90 min; max activation, %; actives 0.58% (n = 410,000); in the data active = max activation above about 30%; also: 0% is about no effect; mostly tested at two doses, the higher about 12 µM
Target sequence (P35462 whole entry, looked up): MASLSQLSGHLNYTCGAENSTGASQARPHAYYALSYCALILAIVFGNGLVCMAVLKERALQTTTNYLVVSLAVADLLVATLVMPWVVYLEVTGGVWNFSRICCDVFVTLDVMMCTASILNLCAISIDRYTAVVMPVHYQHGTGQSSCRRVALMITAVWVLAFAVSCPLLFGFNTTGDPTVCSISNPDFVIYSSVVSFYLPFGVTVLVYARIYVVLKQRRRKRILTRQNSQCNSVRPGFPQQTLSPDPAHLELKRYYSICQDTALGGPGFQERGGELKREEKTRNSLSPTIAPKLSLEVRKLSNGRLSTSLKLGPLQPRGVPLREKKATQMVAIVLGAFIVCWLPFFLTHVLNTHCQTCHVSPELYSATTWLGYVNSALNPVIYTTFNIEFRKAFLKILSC
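Cells at 1500/well, incubated overnight, then treated with pinned compounds (dopamine as control) for 90 min at 37 degrees C. DiscoveRx reagent added for 30 - 60 minutes at room temperature; luminescence read.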
EPAC2 ag: qHTS for Agonist of cAMP-regulated guanine nucleotide exchange factor 4 (EPAC2): primary screen | Rap guanine nucleotide exchange factor 4 (Homo sapiens), Q8WZA2 | EPAC2 activation, biochemical qHTS; response scale: 100% = 6.5 mM cAMP response | Potency, µM (top dose mostly 154 µM), without a hit: at the top dose activation, hits mostly activators | actives 0.079% (n = 360,000) | AID 720711, 2013; also: potency is read from the fitted curve at half-maximal effect; nearly all actives have a fitted effect of over 50% in size
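EPAC2 (100 nM) mixed with Rap1B loaded with BODIPY-GDP (250 nM) plus 50 uM unlabeled GDP; compounds pinned in, 5 min RT, then read every 5 min for 30 min (ex 480, em 540 nm). Normalized to cAMP control.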
DRD3 antagonist: qHTS of D3 Dopamine Receptor Antagonist: qHTS | D(3) dopamine receptor (Homo sapiens), P35462 | D3R cells, DiscoveRx beta-arrestin luminescence, antagonist mode; stronger effect = lower value | max response, negative = inhibition, % | actives 2.5% (n = 360,000) | AID 652054, 2013; in the data active = max response below about -50%; inconclusive = no clear call, values can overlap the other calls; also: % is scaled to controls: 0 for no effect and ±100 for the full control effect; mostly tested at two doses, the higher about 12 µM
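Cells plated overnight at 1500 cells/well, then exposed to library compounds with dopamine controls for 90 minutes at 37 degrees C. DiscoveRx reagent added for 30–60 minutes at room temperature; luminescence read, quantitative HTS format.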
Mm-Cpn inhibitor: Inhibitors of TCP-1 ring complex (TRiC) of Methanococcus maripaludis (MmCpn): qHTS; Chaperonin Mm-Cpn (Methanococcus maripaludis); actives 0.031% (n = 330,000); purified Mm-Cpn ATPase, ADP Transcreener TR-FRET; Potency, µM (titrated, usually from 76.9 µM), for the others: at the top dose activity, negative = inhibition, usual class: inhibitors; also: potency is read from the fitted curve at half-maximal effect; % is scaled to controls: 0 for no effect and ±100 for the full control effect; nearly all actives have a fitted effect of over 80% in size
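Purified archaeal Mm-CPN (25nM final) preincubated 10 min at 37degC with compound, then 10uM ATP for 30 min at 37degC; ADP measured by HTRF Transcreener TR-FRET; buffer 30 mM TRIS pH 7.4, 100mM KCl, 5mM MgCl2, 1mM DTT.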
EPAC2 antag: qHTS for Antagonist of cAMP-regulated guanine nucleotide exchange factor 2 (EPAC2): primary screen; Rap guanine nucleotide exchange factor 4 (Homo sapiens), Q8WZA2; EPAC2 GEF exchange of Rap1B-BODIPY-GDP, fluorescence; Potency, µM (series often up to 114 µM), without a hit: at the top dose activity, negative = inhibition, actives largely listed as inhibitors; actives 0.18% (n = 360,000); AID 720708, 2013; also: potency is read from the fitted curve at half-maximal effect; % is scaled to controls: 0 for no effect and ±100 for the full control effect; nearly all actives have a fitted effect of over 45% in size; many of its hits are not listed in these tables
CCT modulator: High-Throughput Screening for Modulators of Cytosolic Chaperonin Activity. purified chaperonin ATPase assay, HTRF ADP detection, 30 min. activity change, % (concentration not given with the values), hits read low. actives 0.3% (n = 360,000). AID 651819, 2012; in the data active = activity change below about -30%; also: % is scaled to controls: 0 for no effect and ±100 for the full control effect
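TRiC (40 or 20 nM final, by batch activity) in 30 mM Tris pH 7.4, 100 mM KCl, 5 mM MgCl2, 1 mM DTT was treated with compound at 76 uM single dose, then 10 uM ATP, 30 min at 37 °C. ADP was read by HTRF Transcreener.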
* = called active by the depositor; i = inactive; ? = inconclusive; · = not tested or not shown; [ ] = another dose, or the depositor's remark. Unless noted, calls follow the shape of the dose curve; as a rule, active = well fitted curve in the direction sought with a large enough effect; inconclusive = small, poorly fitted or top-dose-only effect, or another doubt; inactive = no such curve, though single readings can be large; an effect the other way counts as inactive or inconclusive. Not all compounds are listed, so the mix of outcomes need not match the whole.

| SMILES | PTHR1 agonist | pAkt inh | DRD3 agonist | EPAC2 ag | DRD3 antagonist | Mm-Cpn inhibitor | EPAC2 antag | CCT modulator |
| --- | --- | --- | --- | --- | --- | --- | --- | --- |
| COc1ccc(Nc2nnc(SC(C)C(=O)NC3CC3)s2)cc1 (stereo not given) | -12% | i | -4 | 7% | -3 | 0% | 1% | -0.6 |
| NNC(=O)c1oc2nc(-c3ccccc3)cc(-c3ccco3)c2c1N | i | i | -1 | 7% | 11 | -1% | 12% | 2.7 |
| CC(Sc1nnc2c(n1)C1CCC2(C)C1(C)C)C(=O)Nc1ccccc1 (stereo not given) | -7% | i | 4 | -3% | 13 | -1% | 12% | -2.0 |
| O=C1CC(Nc2ccc3ccccc3c2)C(=O)N1Cc1ccccc1 (stereo not given) | i | i | 1 | 10% | 13 | 0% | -13% | -0.8 |
| C=CCN(CC=C)C(=S)NC(=O)/C=C/c1ccc(C)cc1 | i | i | -1 | -11% | -5 | -1% | 1% | -1.1 |
| O=C(NC1CCN(Cc2ccccc2)CC1)C1CCN(S(=O)(=O)c2cccc3cccnc23)CC1 | -1% | i | -18 | -1% | -17 | 0% | 10% | -0.6 |
| Cc1cccc(C)c1NC(=O)CN1CCC(Cc2ccccc2)CC1 | -31%[inhibitor] | i | -9 | 5% | -69* | · | 9% | 1.1 |
| CCn1c(=O)c(C(=O)CN2CCN(S(=O)(=O)c3cc(C)ccc3C)CC2)c(N)n(Cc2ccccc2)c1=O | i | i | -4 | -8% | 5 | 0% | 6% | 0.0 |
| OC1CCCN(Cc2cn(Cc3ccccc3)nc2-c2cc3ccccc3o2)C1 (stereo not given) | 0% | i | 0 | 5% | -11 | -4% | 8% | 0.8 |
| CCSC1=C(C#N)C(c2cccc(O)c2)CC(=O)N1 (stereo not given) | 2% | i | -1 | 18% | -4 | 0% | 26% | -2.9 |
| COc1cc(/C=N/NC(=O)Cc2c[nH]c3ccccc23)cc(OC)c1OC | i | i | 0 | -2% | 0 | 0% | -8% | -2.7 |
| O=C(NC1CCCC1)c1cc(-c2ccccc2)on1 | -19% | i | -6 | 3% | -3 | 2% | 2% | -0.1 |
| O=C(C1CC(c2ccc(F)cc2)=NO1)N1CCc2ccccc2C1 (stereo not given) | i | i | 3 | 6% | -20 | 2% | -4% | 3.3 |
| CCN(c1ccccc1)S(=O)(=O)c1ccc(C(=O)NCC(c2ccccc2OC)N2CCCC2)cc1 (stereo not given) | i | i | -18 | 3% | 3 | · | -4% | -1.1 |
| Cc1nc(N2CCCCC2)c2c(C)c(C(=O)Nc3ccc4c(c3)OCCO4)sc2n1 | -29% | · | 0 | 20% | 1 | -6% | -5% | -3.4 |
| O=C(CSc1nc2c(sc3ccccc32)c(=O)n1CCCN1CCOCC1)NCC1CCCO1 (stereo not given) | i | i | -6 | 6% | 3 | -4% | 2% | 0.2 |
| COc1cccc(C(=O)NCC(c2cccnc2)N2CCN(c3ccccc3OC)CC2)c1 (stereo not given) | -92%[inhibitor] | i | -4 | 1% | -6 | -10% | 20% | -0.7 |
| CC(NC(=O)CCC(=O)NC(C)c1ccccc1)c1ccccc1 (stereo not given) | -12% | i | 9 | 13% | 5 | 1% | 2% | -4.5 |
| CCCCSc1ccc(NC(=O)c2cccnc2)cc1 | 23%[57.5 µM] | i | 5 | 13% | 16 | -12% | -4% | -2.5 |
| CNS(=O)(=O)c1ccc(CNC[C@H]2O[C@@H](n3cnc4c(=O)[nH]c(N)nc43)[C@H](O)[C@@H]2O)cc1 | -12% | i | 6 | 5% | 13 | · | 1% | 0.1 |
| COc1ccc(C(NC(=O)CC(C)C)NC(=O)CC(C)C)cc1OC | i | i | 8 | -12% | -12 | -9% | 2% | 0.8 |
| C=CCn1c(-c2ccc(OC)cc2)csc1=Nc1c(C)n(C)n(-c2ccccc2)c1=O | -42%[inhibitor] | i | 0 | -15% | -27 | 2% | -3% | -2.1 |
| COc1ccc(C(CNC(=O)CCNC(=O)c2ccccc2OC)N2CCCC2)cc1 (stereo not given) | -21% | i | -18 | 3% | 19 | 0% | 15% | -1.3 |
| Cn1c(CC(=O)Nc2ccc(Cl)cc2)nnc1SCC(=O)N1CCOCC1 | -18% | i | 18 | 1% | 10 | -1% | 9% | -4.0 |
| O=C(c1ccco1)N1CCN(C(c2ccccc2)c2nnnn2C2CCCC2)CC1 (stereo not given) | -1% | i | 6 | 6% | -29 | 0% | 1% | -0.2 |
| COc1ccc(NC(=O)N2CCN(C(=O)C3CCCO3)CC2)cc1 (stereo not given) | -15% | i | 1 | -1% | 11 | -3% | 16% | 0.6 |
| COC(=O)c1[nH]c2ccc(C)cc2c1NC(=O)CN1CCN(Cc2ccccc2)CC1 | i | i | 4 | 6% | 1 | 1% | -3% | -0.6 |
| O=S(=O)(c1ccc(NCCc2c[nH]c3ccccc23)nc1)N1CCOCC1 | i | i | 1 | 3% | 10 | 2% | -4% | -1.6 |
| CN(C1CCCCC1)C(CNS(=O)(=O)c1ccc(Cl)cc1)c1ccccc1 (stereo not given) | -15% | i | 3 | -5% | 8 | 0% | 3% | -1.7 |
| O=C(NCC(c1ccco1)N1CCN(c2ccc(F)cc2)CC1)C(=O)NC1CC1 (stereo not given) | -10% | i | 5 | 1% | 17 | 0% | 3% | -2.4 |
| CCOC(=O)c1c(C=O)c(C)n(Cc2ccccc2Cl)c1C | 6%[57.5 µM] | i | -1 | 16% | -19 | 0% | -10% | 0.1 |
| CC1(C)Cc2nc3sc4c(SCC(=O)NC(c5ccccc5)c5ccccc5)ncnc4c3cc2CO1 | ? | i | 2 | 3% | 0 | -12% | 1% | -0.5 |
| COc1ccc(C2C3=C(CC(C)(C)CC3=O)Nc3c2c(=O)n(C)c(=O)n3C)cc1OC (stereo not given) | -14% | i | -3 | -2% | 15 | -1% | 1% | -1.1 |
| Cc1ccc(-c2nnn(CC(=O)N(CC(=O)NC3CCCCC3)c3cnc4ccccc4c3)n2)o1 | i | i | -7 | -8% | -25 | · | -2% | -2.8 |
| Cc1ccc(Nc2nc(N)c([N+](=O)[O-])c(N3CCOCC3)n2)cc1C | -15% | i | -5 | 17% | -19 | 2% | -2% | -1.7 |
| CC(=O)Nc1ccc(CC(=O)Nc2ccc3c(c2)OC2(CCCC2)O3)cc1 | -46%[inhibitor] | i | -6 | 1% | -16 | · | -4% | -3.0 |
| C[C@H](NC(=O)N1CCn2c1nc1ccccc12)C(=O)N1CCCCC1 | -1% | i | 1 | -8% | -3 | -1% | 0% | -4.2 |
| COc1ccc(NC(=S)NN2C(C)CCCC2C)cc1 (stereo not given) | i | i | -2 | -2% | -7 | 1% | 12% | -3.1 |
| CC1C(=O)N2CCCc3cc(S(=O)(=O)N(C)Cc4ccccc4)cc1c32 (stereo not given) | -11% | · | 0 | 10% | 11 | 0% | -13% | -3.9 |
| COc1cccc(NC(=S)N2CCN(S(C)(=O)=O)CC2)c1 | i | i | 5 | 8% | 2 | ? | 3% | -1.6 |
| CN(C)c1ccc(-c2nnc(-c3cccnc3)o2)cc1 | -7% | i | 2 | -11% | 11 | -4% | -3% | -5.7 |
| CN(C(=O)COC(=O)c1cccc(NS(=O)(=O)c2ccc(F)c(F)c2)c1)C1CCS(=O)(=O)C1 (stereo not given) | -28% | i | 0 | -1% | 0 | 2% | 0% | 1.3 |
| O=C(CC1S/C(=N\S(=O)(=O)c2ccccc2)N(c2ccccc2)C1=O)Nc1ccc(F)cc1 (stereo not given) | i | i | -2 | 6% | -3 | 0% | -3% | -3.7 |
| COCCNC(=O)c1ccccc1-c1nc(-c2ccccc2Cl)no1 | i | i | -15 | 16% | 0 | 0% | 16% | 1.9 |
| COc1ccc(CN2CCN(Cc3ccc(C)cc3)C(CCO)C2)cc1OC (stereo not given) | -26% | i | -15 | 7% | -18 | 2% | -4% | 0.0 |
| Cc1cc(C)c2nc(/N=C(\N)NC(=O)Nc3ccccc3)nc(C)c2c1 | -1% | i | -2 | -4% | 12 | -5% | -2% | -18 |

Seven entries from above, with two lines to a compound:
Values run as follows: PTHR1 agonist, pAkt inh, DRD3 agonist, EPAC2 ag, DRD3 antagonist, Mm-Cpn inhibitor, EPAC2 antag, CCT modulator
COc1ccc(NC(=S)NN2C(C)CCCC2C)cc1 (stereo not given)
→ i, i, -2, -2%, -7, 1%, 12%, -3.1
CC1C(=O)N2CCCc3cc(S(=O)(=O)N(C)Cc4ccccc4)cc1c32 (stereo not given)
→ -11%, ·, 0, 10%, 11, 0%, -13%, -3.9
COc1cccc(NC(=S)N2CCN(S(C)(=O)=O)CC2)c1
→ i, i, 5, 8%, 2, ?, 3%, -1.6
CN(C)c1ccc(-c2nnc(-c3cccnc3)o2)cc1
→ -7%, i, 2, -11%, 11, -4%, -3%, -5.7
CN(C(=O)COC(=O)c1cccc(NS(=O)(=O)c2ccc(F)c(F)c2)c1)C1CCS(=O)(=O)C1 (stereo not given)
→ -28%, i, 0, -1%, 0, 2%, 0%, 1.3
O=C(CC1S/C(=N\S(=O)(=O)c2ccccc2)N(c2ccccc2)C1=O)Nc1ccc(F)cc1 (stereo not given)
→ i, i, -2, 6%, -3, 0%, -3%, -3.7
COCCNC(=O)c1ccccc1-c1nc(-c2ccccc2Cl)no1
→ i, i, -15, 16%, 0, 0%, 16%, 1.9

Source: PubChem (National Center for Advancing Translational Sciences (NCATS))
